# High-throughput results: PubChem BioAssay, National Center for Advancing Translational Sciences (NCATS)
# TDP1 cell noCPT – qHTS for Inhibitors of human tyrosyl-DNA phosphodiesterase 1 (TDP1): qHTS in cells in absence of CPT; Potency, µM (top dose mostly 46.2 µM), for the others: at the highest dose activity change, negative = growth inhibition, most hits filed as inhibitors; AID 686978, 2013; DT40 Tdp1-/- hTDP1 cells, no CPT, ATP luminescence, 48 h; 15% of 420,000 active; note: nearly all actives have a fitted effect of over 55% in size
#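 Seeded 400 DT40-hTDP1 cells/well (vehicle DMSO, no 20 nM CPT); pinned compounds; ≥48 hr at 37 °C; CellTiter-Glo luminescence as viability measure.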
# TDP1 cell CPT – growth inhibition of DT40 Tdp1-/-;hTDP1 cells with camptothecin (screen for TDP1 inhibitors); 12% of 420,000 active; chicken DT40 Tdp1-/-;hTDP1 cells + 20 nM CPT, ATP luminescence, 48 h; AID 686979; Potency, µM (top dose mostly 46.2 µM), without a hit: at the top dose activity change, negative = growth inhibition, usual class: inhibitors; note: nearly all actives have a fitted effect of over 55% in size
#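 Cell growth measured by CellTiter-Glo luminescence after a minimum 48 h, 37 C compound exposure with 20 nM CPT in Tdp1-knockout DT40 cells stably expressing hTDP1, seeded 400/well; qHTS titration format.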
# TDP1 block – TDP1 (human) enzyme inhibition | Q9NUW8 | recombinant TDP1, AlphaScreen DNA substrate cleavage | Potency, µM (highest dose often 130 µM), inactives show at the highest dose activity change, negative = inhibition, usual class: inhibitors | 0.28% of 350,000 active | AID 485290; note: nearly all actives have a fitted effect of over 40% in size
# Target sequence (Q9NUW8 whole entry, looked up): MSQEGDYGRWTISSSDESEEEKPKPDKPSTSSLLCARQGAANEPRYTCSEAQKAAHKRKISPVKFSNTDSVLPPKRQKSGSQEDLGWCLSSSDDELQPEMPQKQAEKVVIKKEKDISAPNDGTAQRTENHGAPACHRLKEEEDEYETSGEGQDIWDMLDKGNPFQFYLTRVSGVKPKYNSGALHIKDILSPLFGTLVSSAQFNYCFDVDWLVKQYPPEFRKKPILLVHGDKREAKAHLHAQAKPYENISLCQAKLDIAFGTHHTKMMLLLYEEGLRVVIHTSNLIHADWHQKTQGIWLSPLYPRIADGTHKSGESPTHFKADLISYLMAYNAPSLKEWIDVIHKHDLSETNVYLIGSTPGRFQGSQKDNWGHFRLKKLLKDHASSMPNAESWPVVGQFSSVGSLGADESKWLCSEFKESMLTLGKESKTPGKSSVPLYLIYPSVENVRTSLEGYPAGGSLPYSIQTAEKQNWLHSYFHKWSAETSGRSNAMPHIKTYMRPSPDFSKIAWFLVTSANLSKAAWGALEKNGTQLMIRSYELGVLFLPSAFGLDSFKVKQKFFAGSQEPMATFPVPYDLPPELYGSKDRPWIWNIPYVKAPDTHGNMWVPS
#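 AlphaScreen read-out: signal falls as enzyme removes the 3' tyrosine-FITC from a 5'-biotinylated DNA oligo (15 nM, 5 min, RT). Enzyme was E. coli-made recombinant Tdp1 at 1 nM, exposed to compound for 15 min beforehand; beads 10 ug/ml, 10 min.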
# * hit, by the source's call; u = inconclusive; x = not tested or not shown; & = joins results of further samples; [ ] = another dose, or the depositor's remark. Calls come from the whole dose curve; as a rule, active = well fitted curve in the direction sought with a large enough effect; inconclusive = small, poorly fitted or top-dose-only effect, or another doubt; inactive = no such curve, though single readings can be large; an effect the other way counts as inactive or inconclusive. % is set by controls: 0 for no effect and ±100 for the full control effect; potency is the fitted concentration of half-maximal effect.
SMILES,TDP1 cell noCPT,TDP1 cell CPT,TDP1 block
O=C(c1cc(-c2ccc(Cl)cc2)n(-c2ccc(Cl)cc2)n1)N1CCOCC1,u,16.4µM*,-2.0%
Cc1cc(C)nc(-n2nc(C)cc2NC(=O)c2ccc(S(=O)(=O)N3CCOCC3)cc2)n1,-23.9%,-29.9%,7.7%
CCOC(=O)c1csc(N)n1,-8.8%,9.5%,5.6%
COC(=O)c1oc(-c2ccccc2)nc1C,10.5%,5.9%,5.0%
NC(=O)C1CCN(C(=S)NCc2ccc3c(c2)OCO3)CC1,1.1%,-9.2%,-2.5%
CC(C)(C)NC[C@H](O)c1ccc(O)c(CO)c1,-2.0%,-4.3%,-6.5%&0.4%[56.1 µM]
CC(NC(=O)C(=O)NCCC1=CCCCC1)c1ccccc1 (configuration not stated),u,u,2.7%
CCOc1cc(CNCc2ccccc2)ccc1OCC(=O)NC1CCCCC1,16.4µM*,18.4µM*,4.8%
Cc1cc2c(Nc3cccc(O)c3)ncnc2s1,u,u,x
O=C1CC2(CCCC2)C(=O)N1CN1CCN(S(=O)(=O)c2ccc(F)cc2F)CC1,-2.6%,2.4%,0.9%
O=C(COC(=O)c1ccccc1)Nc1cccc(S(=O)(=O)NC2=NCCCCC2)c1,-21.9%,-23.1%,-1.2%
CCc1ccc(C(=O)CCC(=O)Nc2ccc(OC)c(S(=O)(=O)N3CCCCC3)c2)cc1,-29.4%,u,-0.1%
CCCn1ncc([C@@H]2C[C@H]3CN(Cc4cccc(Cl)c4)C(=O)[C@]34CCCN24)c1C,-13.0%,-9.9%,6.0%
Cc1ccc(OCCn2c(=O)oc3ccc(C)cc32)cc1,-3.8%,-20.8%,-10.3%
NC(=O)NC(CC(=O)NCCCc1ccccc1)c1ccc(Cl)cc1 (configuration not stated),14.8%,-5.9%,5.5%
N#C/C(=C(\O)C(F)(F)F)c1nnc2n1CCCCC2,-0.7%,-13.9%,0.0%
CC(C)(C)CC(=O)NC1CC(=O)N(c2ccc3c(c2)OCCO3)C1 (configuration not stated),-6.7%,6.8%,5.2%
CC(C)=CCN1CCN(Cc2cnc(-c3ccccc3)s2)CC1CCO (configuration not stated),u,25.9µM*,x
CSc1ccccc1C(=O)Nc1ncc(C)s1,-11.0%,-28.6%,3.9%
S=C(NCCc1ccccc1)NC1CC2CCC(C1)N2Cc1ccccc1 (configuration not stated),u,u,0.0%
C[C@H](NC(=O)c1[nH]cnc1C(=O)N[C@H](C)c1ccccc1)c1ccccc1,u,u,0.3%
O=C(CNC(=O)c1ccc(Oc2ccccc2)cc1)OCc1ccc(Br)cc1,-2.8%,2.5%,5.1%
Cc1cccc(COc2ccccc2C(=O)NC2CCC(O)CC2)c1 (configuration not stated),u,u,x
OCC[C@@H]1C[C@H](O)[C@@H](O)[C@@]2(CCCCO2)O1,-1.8%,-21.1%,x
CC(C)OC(=O)c1cc(NC(=O)C2C3CCC(O3)C2C(=O)O)cc(C(=O)OC(C)C)c1 (configuration not stated),0.4%,-12.5%,-2.6%
CS(=O)(=O)c1ccc(Oc2ccc(-c3nnco3)cc2)c([N+](=O)[O-])c1,-14.5%,-18.8%,6.3%
CC(C)C1NC2(C(=O)c3ccccc3C2=O)C2C(=O)N(c3ccc(F)cc3)C(=O)C12 (configuration not stated),25.9µM*,25.9µM*,8.0%
CCCCNS(=O)(=O)c1cccc(NC(=O)[C@H]2C[C@H](O)[C@@H](CO)O2)c1,1.4%,-14.0%,x
COc1cccc(-c2cnc(C(O)c3c(C)cc(C)cc3C)[nH]2)c1 (configuration not stated),u,u,x
CCOc1ccc(S(=O)(=O)N(CC)CC(=O)NC2CC2)cc1,6.4%,0.0%,0.1%

# Reformatted as labelled records: part of the list above
> Cc1ccc(OCCn2c(=O)oc3ccc(C)cc32)cc1
  TDP1 cell noCPT: -3.8%
  TDP1 cell CPT: -20.8%
  TDP1 block: -10.3%
> CC(C)(C)CC(=O)NC1CC(=O)N(c2ccc3c(c2)OCCO3)C1 (configuration not stated)
  TDP1 cell noCPT: -6.7%
  TDP1 cell CPT: 6.8%
  TDP1 block: 5.2%
> CC(C)(C)NC[C@H](O)c1ccc(O)c(CO)c1
  TDP1 cell noCPT: -2.0%
  TDP1 cell CPT: -4.3%
  TDP1 block: -6.5%&0.4%[56.1 µM]

# Next part.
SMILES,TDP1 cell noCPT,TDP1 cell CPT,TDP1 block
COC(CNC(=O)CNC(=S)N(CCCN1CCOCC1)Cc1cccs1)OC,-1.0%,12.9%,2.5%
CCOC(=O)c1nnc(-c2ccc(C)cc2)nc1Sc1cccc(Cl)c1,u,9.2µM*,-4.7%
COc1cccc2cc(C(=O)N(Cc3ccccc3)CC3CCCO3)c(=O)oc12 (configuration not stated),-16.2%,-8.8%,4.9%
CCN(CC)S(=O)(=O)c1ccc2[nH]cc(C(=O)NCCc3ccc(OC)c(OC)c3)c(=O)c2c1,u,-24.6%,5.3%
O=C(COC(=O)c1nc(Cl)ccc1Cl)Nc1ccc(Cl)cc1,-19.7%,-14.4%,-1.1%[56.1 µM]
CC(=O)c1cccc(NC(=O)c2ccc3c(c2)CCN3S(=O)(=O)c2ccccc2)c1,20.6µM*,14.6µM*,0.3%&7.0%
COc1ccc(CC(=O)N(C)CC(=O)Nc2ccccc2SC)cc1,u,u,-13.9%
O=C(CCNC(=O)C1CCN(S(=O)(=O)c2ccccc2)CC1)NCCc1ccc(Cl)cc1,-7.7%,-13.8%,0.7%
O=C(C[C@H]1C/C=C\CC[C@H](Cc2ccc(F)cc2)C(=O)OC[C@@H]2CCCN2C1=O)N[C@H](CO)Cc1ccccc1,u,25.9µM*,0.8%
C=CCON1C(=O)c2ccccc2C1=O,-9.2%,-8.7%,3.3%
COc1ccccc1CNC(=O)CCNS(=O)(=O)c1cccc2nsnc12,8.0%&-17.8%,8.4%&-25.7%,5.9%&2.3%
NC1=NC(=O)/C(=C/c2cccc(-c3ccc(S(N)(=O)=O)cc3)c2)S1,-2.7%,-4.1%,x
Cc1cc(C)c(C(=O)NCCCN2CCOCC2)c(C)c1,14.1%,4.0%,x
COc1cccc(CN2CCNC(=O)C2CC(=O)N(Cc2cnn(C)c2)C(C)C)c1 (configuration not stated),-13.9%,11.1%,4.8%
Cc1ccccc1NC(=O)Cn1c(CCC(=O)O)ccc1-c1cccs1,7.8%,-3.4%,4.9%
COc1ccc(OC)c2nc(-c3ccncc3)ccc12,-28.7%,-25.4%,x
OC(c1ccccc1)C(CN1CCOCC1)c1ccccc1 (configuration not stated),u,u,4.2%
COCCNC(=O)c1ccc2snnc2c1,3.6%,-1.8%,7.0%
O=S(=O)(NC1CC1)c1ccc(Cl)cc1F,13.6%,-4.0%,1.6%
COc1ccc(CCNC(=O)C2CCC(=O)N(CC3CCCCC3)C2)cc1 (configuration not stated),-5.0%,u,4.6%
COc1ccc2c(c1)oc(=O)c1cc(OC)ccc12,-14.7%,7.8%,2.6%
N#CC1=C(N)N=C(SCc2ccccc2)C(C(N)=O)C12CCCCC2 (configuration not stated),-15.7%,-17.4%,8.0%
Cc1ccc(S(=O)(=O)NCc2ccco2)cc1C(N)=O,-9.4%,u,0.0%
Cc1ccc(CSc2nc3ccc(NC(=O)COc4ccccc4F)cc3s2)cc1,-26.9%,-29.3%,1.6%
CCn1c(=O)cc(SCC(=O)NCCCN2CCN(c3ccccc3F)CC2)c2ccccc21,u,u,9.4%
CC(=O)C[C@H](O)CC(=O)[C@H]1OC(=O)[C@@H](C)CCCCc2ccccc21,-1.6%,1.2%,0.5%
O=C(c1cc(C(F)(F)F)cc(C(F)(F)F)c1)N1CCC2(CC1)CN(Cc1ccncc1)C2,u,-6.3%,x
CCOC(=O)CN1N=C(c2ccc(C)cc2)CCC1=O,-8.2%,22.3%,x
Cc1ccc(CNC(=O)C2CCC(=O)N(CCc3ccc(Cl)cc3)C2)s1 (configuration not stated),-20.7%,-7.3%,0.8%
COc1ccc(C(=O)NCC(c2cccs2)N2CCOCC2)cc1OC (configuration not stated),18.9%,5.6%,-0.6%
O=S(=O)(NCCCCCCc1ccccc1)c1cccc2c(Cl)cccc12,u,21.1µM*,x
CCOc1ccc(/C=N/NC(=O)c2cc3c(OC)cccc3[nH]2)cc1,23.1µM*,18.4µM*,x
CCC(c1nnnn1C1CCCC1)N1CCC(C(N)=O)CC1 (configuration not stated),-3.3%,4.3%,-6.3%
Cc1onc(-c2ccccc2Cl)c1C(=O)O/N=C(\N)c1ccccc1,u,u,2.0%
CC(C)CN(CC(C)C)C(=S)NC1CCCCC1,u,u,-2.6%
COc1ccccc1NC(=O)C(C)OC(=O)C1CC(=O)N(Cc2ccco2)C1 (configuration not stated),-12.0%,-2.1%,x
S=c1[nH]nc(-c2ccc3ccccc3n2)n1-c1ccccc1,-18.2%,17.0%,5.7%
CC(C(=O)Nc1nc2ccccc2s1)n1cc([N+](=O)[O-])cn1 (configuration not stated),4.7%,2.6%,1.2%
COc1ccc(C)cc1NC(=O)NNC(=O)C1CCC(C(C)(C)C)CC1 (configuration not stated),u,u,-2.6%
Cc1cccc(C)c1NC(=O)c1sc(-n2nc(C)c(Cc3ccccc3)c2C)nc1C,u,u,-0.5%
CCOC(=O)CNS(=O)(=O)c1ccc(C)cc1,-1.4%,-16.7%,2.6%
C[C@@H]1CN([C@@H](C)CO)C(=O)c2cc(Br)cnc2O[C@H]1CN(C)C(=O)c1ccccc1F,5.7%,4.3%,x
CCN(CC)Cc1c(C(=O)N/N=C(\C)c2ccncc2)nnn1-c1nonc1N,-8.5%,1.2%,x
S=c1[nH]nc(-c2cc(-c3ccccc3)n[nH]2)n1/N=C/c1ccccc1,-12.3%,u,x
CN(C)C(=O)c1ccc(-c2nc(NCc3cccnc3)c3ccccc3n2)cc1,u,u,x
O=C(NCCCN1CCCCCC1)c1ccc2c(c1)sc1nc(-c3ccccc3)cn12,3.66µM*,6.51µM*,5.2%
COc1ccc([N+](=O)[O-])cc1NS(=O)(=O)c1cc(C(=O)O)ccc1OC,3.3%,4.1%,7.5%
COc1cccc(-c2n[nH]c(=S)n2Cc2ccco2)c1,19.5%,1.1%,x
COc1ccc(OCC(=O)N/N=C(/C)Cc2ccccc2)cc1,11.0%,-10.2%,-4.6%
CCC1Cc2[nH]c(=S)[nH]c(=O)c2C(c2ccc(F)cc2)O1 (configuration not stated),9.8%,7.1%,x

# The results go on:
SMILES,TDP1 cell noCPT,TDP1 cell CPT,TDP1 block
CCOc1ccc(NC(=O)Cn2cc(C(=O)c3ccc(F)cc3)c(=O)c3cc4c(cc32)OCCO4)cc1,-1.7%,-21.0%,9.0%
CC(=O)Nc1c(-c2ccc(C)cc2)nc2ccc(Cl)cn12,17.1%,8.9%,x
COc1ccc(CN2C(=O)C(CC(=O)NCCc3ccccn3)CC(C(=O)N(C(C)C)C(C)C)=C2C)cc1 (configuration not stated),u,u,x
Cc1nn(CCOc2cccc(Cl)c2)c(C)c1[N+](=O)[O-],-19.8%,-29.4%,0.8%
COC(=O)c1ccc(CC(=O)c2ccc(O)cc2O)o1,u,u,5.8%
O=C(NCc1ccco1)c1nnc(Cc2ccc(F)cc2)o1,-21.2%,19.1%,2.6%
CCc1sc(C(=O)Nc2cccc(-n3cnnn3)c2)cc1C,u,u,-0.4%
Cc1cccc(Oc2coc3cc(O)ccc3c2=O)c1,15.4%,5.8%,x
O=C(NCc1ccccn1)c1cc(S(=O)(=O)N2CCN(c3ccccc3)CC2)ccc1Cl,18.4µM*,10.3µM*,9.1%
O=C(CN1CCN(c2ccccc2)CC1)Nc1scc2c1c(=O)oc1ccccc12,u,u,0.0%

# Whole records from above. Order of screens: TDP1 cell noCPT | TDP1 cell CPT | TDP1 block
# Entry for O=C(NCc1ccccn1)c1cc(S(=O)(=O)N2CCN(c3ccccc3)CC2)ccc1Cl = 18.4µM* | 10.3µM* | 9.1%
# Entry for COC(=O)c1ccc(CC(=O)c2ccc(O)cc2O)o1 = u | u | 5.8%
# Entry for CCc1sc(C(=O)Nc2cccc(-n3cnnn3)c2)cc1C = u | u | -0.4%
# Entry for COc1ccc(CN2C(=O)C(CC(=O)NCCc3ccccn3)CC(C(=O)N(C(C)C)C(C)C)=C2C)cc1 (configuration not stated) = u | u | x
# Entry for CCOc1ccc(NC(=O)Cn2cc(C(=O)c3ccc(F)cc3)c(=O)c3cc4c(cc32)OCCO4)cc1 = -1.7% | -21.0% | 9.0%

# More compounds.
SMILES,TDP1 cell noCPT,TDP1 cell CPT,TDP1 block
CC(=O)c1cccc(NC(=O)c2cc(C)nc3c2c(C)nn3-c2cccc(Cl)c2C)c1,18.4µM*,u,0.0%
COc1cc(/C=N/NC(=O)c2cccnc2)cc2c1OCO2,9.4%,-6.5%,3.0%[56.1 µM]
O=C(CCNC(=O)Cn1ccc2ccccc2c1=O)NCCCN1CCOCC1,19.5%,18.4%,3.4%
CCCCc1ccc(Nc2nc(CCC)cc(=O)[nH]2)cc1,16.4µM*,u,5.6%
